Screening results (PubChem)
SW480 rereplic – A quantitative high throughput screen for small molecules that induce DNA re-replication in SW480 colon adenocarcinoma cells; SW480 DNA re-replication, Hoechst DNA content imaging, 48 h; Potency, µM (highest dose often 46.1 µM), without a hit: at the highest dose re-replication activation, hits mostly activators; 340,000 compounds, 1.8% hits; AID 624297, 2012; further: potency means the concentration at half of the fitted maximal effect; % of control where 0% means no effect; nearly all actives have a fitted effect of over 55% in size
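Cells (250 per well) received 23 nL compound or DMSO by pin tool and were kept 48 hr at 37 C, 5% CO2. Nuclei were then stained with Hoechst for 40 min and scanned for DNA content.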
HT1080NT lethal – qHTS for induction of synthetic lethality in tumor cells producing 2HG: qHTS for the HT-1080-NT fibrosarcoma cell line | HT-1080-NT fibrosarcoma viability, CellTiter-Glo ATP luminescence, 48 h | Potency, µM (titrated, usually from 46.1 µM), for inactives: top-dose activity, negative = less viability, hits mostly cytotoxic | 360,000 compounds, 1.6% hits;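 further: NT is the 2HG producing partner of a matched IDH1 knockdown line; potency means the concentration at half of the fitted maximal effect; 0% = DMSO-treated cells and -100% = media-only wells without cells; nearly all actives have a fitted effect of over 55% in size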
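Read-out is CellTiter-Glo luminescence after 10 minutes at room temperature, following 48 hours' compound treatment of HT-1080-NT cells (750 cells/well, RPMI, 5% FBS, 37 degrees C).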
HEK293 tox – qHTS of GLP-1 Receptor Inverse Agonists: Cytotox Screen | HEK293 cAMP-luciferase reporter cells, luminescence, 24 h | Potency, µM (highest dose often 38.3 µM), inactives show top-dose activity change, negative = inhibition, hits mostly inhibitors | 410,000 compounds, 0.13% hits | AID 624418, 2012;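 further: loss of luciferase light is scored as toxicity; potency means the concentration at half of the fitted maximal effect; on the % scale 0 is the no-effect control and ±100 the full control effect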
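Compound-treated cells are incubated 24 hr at 37 deg C under 5% CO2 after a 12 hour attachment period, then luciferase detection reagent is added and luminescence is measured following 12 min at room temperature; lowered signal indicates toxicity.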
IL-1B inflam inh – qHTS for Inhibitors of Inflammasome Signaling: IL-1-beta AlphaLISA Primary Screen; 360,000 compounds, 4.7% hits; activity change, % at 57.5 µM; THP-1 LPS/ATP IL-1B secretion, AlphaLISA, 16 h; active compounds read low; AID 743279, 2014; in the data active means activity change below about -50%; inconclusive means mostly about -30% to -49%; further: on the % scale 0 is the no-effect control and ±100 the full control effect
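Secreted IL-1B measured by AlphaLISA bead assay after 16 h compound exposure of THP-1 cells; compounds (final up to 57.5 uM) added 1 h before LPS (250 ng/mL) and ATP (1.25 mM) stimulation; lower signal means less secretion.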
D3 ag – qHTS of D3 Dopamine Receptor Agonist: qHTS. D(3) dopamine receptor (Homo sapiens), P35462. D3R DiscoveRx beta-arrestin cells, luminescence, 90 min. max activation, %. 410,000 compounds, 0.58% hits; in the data active means max activation above about 30%; further: 0% is about no effect; mostly tested at two doses, the higher about 12 µM
Target sequence (P35462 whole entry, looked up): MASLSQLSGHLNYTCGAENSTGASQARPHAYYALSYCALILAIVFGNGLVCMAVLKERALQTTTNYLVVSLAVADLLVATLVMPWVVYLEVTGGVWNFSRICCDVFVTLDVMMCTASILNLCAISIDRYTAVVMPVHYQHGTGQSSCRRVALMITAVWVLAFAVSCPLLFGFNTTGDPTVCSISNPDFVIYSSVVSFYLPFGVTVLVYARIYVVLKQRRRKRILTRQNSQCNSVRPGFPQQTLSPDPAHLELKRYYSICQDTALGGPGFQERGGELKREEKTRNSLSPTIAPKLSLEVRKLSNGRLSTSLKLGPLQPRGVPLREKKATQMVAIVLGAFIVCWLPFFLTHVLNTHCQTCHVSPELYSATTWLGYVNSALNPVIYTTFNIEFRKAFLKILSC
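Agonist mode: compounds and dopamine controls were applied to plated cells for 90 min at 37 degrees C after an overnight attachment at 1500 cells/well. Luminescent read-out followed 30 - 60 minutes at room temperature with DiscoveRx detection reagent.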
KB-V1 cytotox – qHTS assay for MDR1-selective chemotherapeutics: Primary screen using the drug-selected MDR subline cells KB-V1; KB-V1 MDR cells viability, CellTiter-Glo, 72 h; Potency, µM (series often up to 46.1 µM), without a hit: at the top dose activity change, negative = cytotoxicity, most hits filed as cytotoxic; 400,000 compounds, 3.4% hits; further: potency means the concentration at half of the fitted maximal effect; on the % scale 0 is the no-effect control and ±100 the full control effect; nearly all actives have a fitted effect of over 60% in size
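KB-V1, DMEM (no phenol red) + 10% FBS; cpd pin-transferred, titration series; 72 h, 37 degrees C; CellTiter-Glo, luminescence. Data normalized, curve-fit.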
HT1080 IDH1KD tx – qHTS for induction of synthetic lethality in tumor cells producing 2HG: qHTS for the HT-1080-IDH1KD cell line; HT-1080 IDH1 knockdown viability, ATP luminescence, 48 h; Potency, µM (top dose mostly 46.1 µM), for inactives: top-dose activity, negative = toxicity, usual class: cytotoxic; 360,000 compounds, 2% hits; AID 686971, 2013;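 further: potency means the concentration at half of the fitted maximal effect; 0% = DMSO wells and -100% = cell-free medium wells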
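Luminescent ATP read-out (CellTiter-Glo, 10 min at room temperature) after 48 h compound exposure at 37 °C gave viability of IDH1-knockdown HT-1080 cells. Activity was normalised to DMSO and cell-free wells, then fitted as concentration-response curves.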
MCF10A rereplic – A quantitative high throughput screen for small molecules that induce DNA re-replication in MCF 10a normal breast cells. MCF 10A DNA re-replication, Hoechst nuclear intensity, 48 h. Potency, µM (doses to about 46.1 µM), for the others: at the highest dose activity, positive = re-replication, usual class: activators. 350,000 compounds, 2.9% hits. AID 624296, 2012; further: potency means the concentration at half of the fitted maximal effect; % of control where 0% means no effect; nearly all actives have a fitted effect of over 50% in size
KB-3-1 cytotox – qHTS assay for MDR1-selective chemotherapeutics: Primary screen using the parental adenocarcinoma cell KB-3-1. KB-3-1 viability, CellTiter-Glo ATP luminescence, 72 h. AID 1347075, 2019. Potency, µM (highest dose often 46.1 µM), without a hit: at the top dose activity change, negative = cytotoxic, hits mostly cytotoxic. 400,000 compounds, 1.4% hits; further: potency means the concentration at half of the fitted maximal effect; on the % scale 0 is the no-effect control and ±100 the full control effect; nearly all actives have a fitted effect of over 60% in size
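Cytotoxicity in the drug-sensitive parental line KB-3-1 was scored as loss of CellTiter-Glo luminescence following 72 h incubation with compound. Values come from curve fitting of normalized concentration-response data.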
* = called active by the depositor; ? = inconclusive; . = no result given; [ ] = another dose, or the depositor's remark. Unless noted, the call rests on the fitted dose curve; in most records, active means well fitted curve in the direction sought with a large enough effect; inconclusive means small, poorly fitted or top-dose-only effect, or another doubt; inactive means no such curve, though single readings can be large; an effect the other way counts as inactive or inconclusive. Compounds as they come; about 11% have a hit in one of these screens.

Under each structure – HEK293 tox, HT1080NT lethal, MCF10A rereplic, D3 ag, KB-V1 cytotox, IL-1B inflam inh, SW480 rereplic, KB-3-1 cytotox, HT1080 IDH1KD tx
[1] CC(C)NC(=O)N(C)C[C@H]1Oc2cc(Br)ccc2S(=O)(=O)N([C@H](C)CO)C[C@H]1C
 : -25%, 6%, ., 5, 18%, 21, ., ?, -6%
[2] COCCCNC(=O)Cn1c(=O)n(-c2ccc(C)cc2)c(=O)c2c1c1cc(C)ccc1n2C
 : 26%, ., ., -9, -4%, ., ., 18%, .
[3] Cc1cc(N2C(=O)Cc3ccccc3C2=O)ccc1C(C)C
 : 15%, 18%, -2%, 10, 13%, -20, 3%, 5%, 20%
[4] Cc1nc(-n2nc(C)c(CCC(C)C)c2C)sc1C(=O)Nc1cccc(Cl)c1
 : -13%, ., ., -16, -6%, ., ., 8%, .
[5] COc1cccc(/C=C/C(=O)NNC(=O)c2ccco2)c1OC
 : 1%, 4%, 3%, 0, 26%, -9, -10%, 10%, 8%
[6] O=C(N1CCN(c2ccc(F)cc2)CC1)C1(c2cccs2)CCOCC1
 : 0%, 0%, -21%, -1, 23µM*, -13, 11%, -18%, -3%
[7] O=C(CCc1ccc(S(=O)(=O)N2CCOCC2)cc1)NCCc1ccccn1
 : -8%, 2%, -1%, 4, 2%, 14, -16%, 5%, 1%
[8] O=C(N/N=C/c1cccc2ccccc12)c1ccccc1Cl
 : -17%, -11%, 13%, 1, -20%, -51*, -2%, -41%, -18%
[9] NS(=O)(=O)c1ccc(N=Nc2c(O)c(C(=O)O)cc3ccccc23)cc1
 : ?, 3%, 8%, -3, 1%, -6, 4%, -6%, -2%
[10] CCCC(=O)Nc1nc(-c2ccc3c(c2)CCN3S(C)(=O)=O)cs1
 : -7%, 1%, 0%, 4, ?, ?, 6%, 3%, 1%
[11] Cc1c(C(=O)OC2CCCCC2)[nH]c2c1C(=O)CC(C)(C)C2
 : -14%, 7%, 22%, 6, 5%, -3, 0%, 4%, 5%
[12] COc1ccc(-c2noc(-c3ccc(NCCc4ccccc4)c([N+](=O)[O-])c3)n2)cc1
 : 5%, ., ., 2, 1%, ., ., 3%, .
[13] O=C(Cn1ncc2c3ccccc3n(Cc3ccc(Cl)cc3)c2c1=O)NC1CCCCCC1
 : -23%, ., ., 3, 0%, ., ., 5%, .
[14] CCOc1ccc(Cc2c(Cl)nc(SC)nc2N(C)C)cc1
 : -26%, ?, 9.2µM*, 2, 12µM*, 0, ?, 12µM*, ?
[15] NS(=O)(=O)c1cccc(NC(=O)COC(=O)Cc2ccc(Cl)cc2)c1
 : -15%, 17%, 3%, 3, 18%, -7, -15%, 1%, 17%
[16] N#Cc1cn(CC(=O)NCc2cccnc2)c2ccccc12
 : -22%, 4%, ?, 9, 7%, -7, ?, 0%, -2%
[17] O=C(OCC(=O)N1CCN(c2cccc(Cl)c2)CC1)c1ccco1
 : 0%, 11%, 3%, 0, ?, 9, 2%, -15%, 4%
[18] CC1(C)Cc2c(c(-c3ccccc3)nc(N3CCCC3)c2C(N)=O)CO1
 : -1%, 0%, 4%, 9, -1%, 4, -2%, 0%, 9%
[19] Cc1[nH]n(-c2ccc(Br)cc2)c(=O)c1/C=N/NC(=O)c1ccccc1
 : -21%, ?, -2%, -5, 1.3µM*, 80, ?, 7.3µM*, ?
[20] O=C(/C=C/c1ccco1)Oc1ccc(C(=S)N2CCOCC2)cc1
 : -5%, -7%, -4%, 2, 2%, -2, -7%, 1%, -9%
[21] CCc1ccc(-n2nc3ccc(NC(=O)c4cc(Cl)c(OC)c(Cl)c4)cc3n2)cc1
 : -6%, ., ., 7, 0%, ., ., 13%, .
[22] COc1ccc2nc(C(C)O)[nH]c2c1 (stereo not drawn)
 : 11%, -4%, 8%, 16, -7%, 4, 3%, -3%, 1%
[23] COc1ccc(NC(=O)C2CCN(c3cc(C)nc4c(-c5ccc(Cl)cc5)c(C)nn34)CC2)cc1
 : -4%, ., ., 4, 3%, ., ., 1%, .
[24] Cc1cccc(N2CCN(C(=O)c3cn4ccccc4n3)CC2C)c1 (stereo not drawn)
 : -9%, 5%, 10%, 16, -1%, 5, -19%, ?, -19%
[25] CC1(C)CN(c2ccccc2)N(C(=O)c2ccc(F)cc2)C1=O
 : -18%, ., ?, -14, 13%, 0, ?, -16%, .
[26] Cc1ccc(Cl)cc1N1CCN(S(=O)(=O)c2ccc3c(c2)oc(=O)n3C)CC1
 : 0%, -2%, 2%, -6, 13µM*, -5, 7%, -22%, 6%
[27] COc1ccc(NC(=O)c2sc(-c3ccccc3)nc2C)c(OC)c1
 : 4%, 0%, ?, 4, -2%, -23, 19%, 20%, -2%
[28] O=C1CCCN1C1CCN(Cc2ccccc2)S(=O)(=O)N1 (stereo not drawn)
 : -4%, 21%, ., 0, -13%, 1, ., 4%, 10%
[29] Cc1ccc(-c2cc(C)nc3nc(N)nn23)cc1
 : 3%, 16%, 18%, 4, -14%, -24, -2%, 8%, -17%
[30] CC1=NN(c2ccc([N+](=O)[O-])cc2)C(=O)C1
 : -2%, 5%, ?, -11, -8%, ?, -5%, -5%, 0%
[31] O=[N+]([O-])c1cc2oc3c(c2c(C=NCc2ccccc2)c1O)CCCC3
 : -16%, -1%, 12%, 13, 16%, 3, 1%, -1%, -1%
[32] COC(=O)c1cnc(Oc2ccc(NC(=O)NC(=O)c3c(F)cccc3F)cc2)cc1C(F)(F)F
 : 2%, 6%, 6%, 13, 13%, 35, 1%, 18%, 1%
[33] COc1ccc(N2CCN(S(=O)(=O)CCNC(=O)c3ccc4c(c3)OCO4)CC2)cc1
 : -11%, -2%, 4%, 0, 3%, 9, -5%, -3%, 6%
[34] Cc1cc2c(c(C)c1CCO)C(=O)[C@H](C)C2
 : 3%, -1%, 19%, 0, -18%, -8, ?, -12%, ?
[35] COc1ccc(-c2nc3c(c(SCC(=O)Nc4ccccc4OC)n2)Cc2cccc(C)c2O3)cc1
 : -8%, ., ., 2, 9%, ., ., -1%, .
[36] O=C(CSc1nccn1Cc1ccc(F)cc1)Nc1ccc(F)cc1F
 : 17%, -3%, 2%, -5, 0%, 0, 0%, -1%, -8%
[37] O=C(N/N=C/C1CCCCC1)c1ccccc1-n1cccc1
 : 4%, 6%, ?, 36*, 3%, 13, -454%[inhibitor], -3%, 9%
[38] CCOc1ccc(CCNC(=O)C2CCN(Cc3nc(-c4ccccc4C)oc3C)CC2)cc1OCC
 : 1%, ., ., 1, 4%, ., ., 0%, .
[39] COc1ccc(C(=O)N2CCCC(Nc3ccc(C)c(C)c3)C2)c(OC)n1 (stereo not drawn)
 : 9%, 2%, -1%, 0, 4%, -2, -3%, -2%, 1%
[40] Fc1cccc(CCN2CCN=C2Nc2ccccc2)c1
 : 1%, -1%, 15%, -65, 10%, 14, -12%[9.22 µM], 9%, -2%
[41] Cc1cc(-c2nnc(SCC(=O)c3ccc(F)cc3)o2)no1
 : 0%, -15%, -1%, 3, 5%, ?, 2%, -6%, 2%
[42] CC(Oc1ccc(Br)cc1)C(=O)Nc1nc(-c2ccccn2)cs1 (stereo not drawn)
 : ?, ?, 12%, -13, ?, -99*, ?, ?, ?
[43] CS(=O)(=O)N(CC(N)=O)c1ccc2c(c1)OCO2
 : 5%, 7%, -2%, 5, 18%, 7, 3%, 16%, 3%
[44] CC1=C(C(=O)OCc2ccccc2)C(c2cccc3ccccc23)NC(=O)N1CCCC(=O)O (stereo not drawn)
 : -13%, 0%, 3%, 1, 61%, 46, -10%, ?, 1%
[45] O=C(Nc1ccccc1)N1CCN(c2nc(-c3ccccc3)ns2)CC1
 : 14%, -30%, 3%, 36*, -29%, -8, -6%, -8%, -13%
[46] O=C(NCCc1ccccc1)c1n[nH]c2ccccc12
 : 4%, 14%, -1%, -2, 15%, 17, -1%, 0%, 3%
[47] CCCCN1C(=O)c2ccc(C(=O)OCC(=O)NCCc3ccc(S(N)(=O)=O)cc3)cc2C1=O
 : 9%, 7%, -5%, 4, 22%, 14, -1%, 16%, 11%
[48] CC(C)NC(=O)c1ccc2c(=O)n(C3CCCC3)c(=S)[nH]c2c1
 : 1%, 17%, 12%, -6, -17%, -6, -17%, 12%, 26%
[49] COc1ccccc1C(=O)NCC(=O)OCc1nnc(-c2ccccc2)o1
 : -11%, 2%, ., 2, 28%, -3, ., 2%, 4%
[50] O=[N+]([O-])c1cccc(/C=N/Nc2ccccn2)c1
 : 6%, 17%, -8%, -2, 1%, -8, -14%, 3%, 14%
[51] O=C(Nc1ccc2c(c1)OCO2)C1(S(=O)(=O)c2ccc(Cl)cc2)CC1
 : -19%, 16%, ?, 10, ?, 34, 9%, 2%, 9%
[52] CCOc1ccccc1N1CCN(C(=O)c2cc(C)oc2C)CC1
 : ?, -3%[9.24 µM], 27%, 2, -14%, -9, ?, 8%, ?
[53] Cc1ccc(-c2csc3ncnc(Sc4nnc(CN5CCCCCC5=O)o4)c23)cc1
 : ?, 0%, 15µM*, -3, -25%, -98*, ?, 12µM*, -11%
